IDH1 R132H inh: inhibitors of human IDH1 R132H | O75874 | IDH1 R132H reductase, diaphorase/resazurin fluorescence, 60 min | inhibition, % at 10 µM | actives 0.18% (n = 70,000); in the data active = inhibition above about 34%;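 note: 0% = DMSO and 100% = no enzyme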
Target sequence (O75874 whole entry R132H): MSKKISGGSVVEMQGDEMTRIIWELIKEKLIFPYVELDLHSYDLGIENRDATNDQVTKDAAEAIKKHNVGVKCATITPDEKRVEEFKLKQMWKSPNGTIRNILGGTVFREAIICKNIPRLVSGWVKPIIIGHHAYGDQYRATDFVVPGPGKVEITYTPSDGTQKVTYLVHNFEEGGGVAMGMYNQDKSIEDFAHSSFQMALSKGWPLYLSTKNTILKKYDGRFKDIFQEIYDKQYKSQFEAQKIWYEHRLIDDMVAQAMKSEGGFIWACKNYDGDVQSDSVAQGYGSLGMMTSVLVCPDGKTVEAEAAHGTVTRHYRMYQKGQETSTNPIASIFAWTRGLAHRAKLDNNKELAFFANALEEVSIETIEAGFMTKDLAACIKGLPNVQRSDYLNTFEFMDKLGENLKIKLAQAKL
PRC2 inh: blocks human EZH2/PRC2 H3K27 methylation; inhibition, % at 12.5 µM; actives 0.35% (n = 57,000); DELFIA TRF, 1 h; Q15910;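 active = mean inhibition of replicates at least 50% and every single replicate also reaching 50%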;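 note: dimethyl H3K27 on biotinylated H3 21-44 peptide detected by antibody; plate controls were median neutral control wells for no effect and median positive control wells for full effect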
* hit, by the source's call; . = no result given; & = joins results of further samples. A portion of the library (hit frequency here may not be typical).

| canonical_smiles | IDH1 R132H inh | PRC2 inh |
| --- | --- | --- |
| O=C(CCN1CCCCC1)N[C@H]1C=C[C@@H](CC(=O)N2CCC(Cc3ccccc3)CC2)O[C@H]1CO | 2.8 | 25 |
| Cc1ccc(NC(=O)c2ccc(OCC(=O)Nc3ccc(Oc4ccccc4)cc3)cc2)c(C)c1 | 0.1 | -14 |
| COCCNC(=O)C[C@@H]1C[C@H]2c3cc(NC(=O)CC4CC4)ccc3O[C@H]2[C@H](CO)O1 | 0.0 | 7 |
| C[C@@H]1CN([C@@H](C)CO)C(=O)c2cc(-c3ccc(F)cc3)cnc2O[C@@H]1CN(C)S(C)(=O)=O | 1.2 | 9 |
| CCOc1ccccc1NC(=O)C(C)N1c2cccc3cccc(c23)S1(=O)=O (stereo not given) | 1.0 | 35 |
| C[C@@H]1CN([C@@H](C)CO)S(=O)(=O)c2ccc(C#CC(C)(C)O)cc2O[C@H]1CN(C)C(=O)CN(C)C | -1.4 | 0 |
| CO[C@H]1CN(C)C(=O)c2ccc(NS(=O)(=O)c3ccc(C)cc3)cc2OC[C@H](C)N(C(=O)NC(C)C)C[C@H]1C | 0.2 | 3 |
| C[C@@H]1CN([C@@H](C)CO)C(=O)c2cc(NC(=O)Nc3ccc4c(c3)OCO4)ccc2O[C@H]1CN(C)Cc1ccc(C(=O)O)cc1 | 0.9 | . |
| Cc1ccc(S(=O)(=O)Nc2ccc3c(c2)CC(=O)N([C@H](C)CO)C[C@H](C)[C@@H](CN(C)Cc2ccc(Oc4ccccc4)cc2)O3)cc1 | 2.3 | . |
| COc1cccc(NC(=O)N[C@@H]2CC[C@H](CC(=O)NCc3ccccn3)O[C@H]2CO)c1 | 0.1 | 18 |
| C[C@@H]1CCCCO[C@H](CN(C)S(=O)(=O)c2cccs2)[C@H](C)CN([C@H](C)CO)C(=O)c2cc(NS(=O)(=O)c3ccccc3)ccc2O1 | 2.8 | . |
| C[C@@H]1CN([C@H](C)CO)C(=O)c2cccc(NC(=O)c3ccc(-c4nccs4)cc3)c2O[C@@H]1CN(C)C(=O)Nc1ccc(C(F)(F)F)cc1 | 2.3 | . |

Continued.
| canonical_smiles | IDH1 R132H inh | PRC2 inh |
| --- | --- | --- |
| C[C@H](CO)N1C[C@H](C)[C@@H](CN(C)S(=O)(=O)c2ccc(F)cc2)Oc2ccc(NC(=O)NC3CCCCC3)cc2CC1=O | 0.5 | -14 |
| C[C@@H]1CN([C@H](C)CO)C(=O)c2cc(C#CCc3ccccc3)cnc2O[C@H]1CN(C)Cc1ccccn1 | -0.6 | 2 |
| C[C@@H]1CN([C@H](C)CO)C(=O)Cc2cc(NS(C)(=O)=O)ccc2O[C@@H]1CN(C)CC1CC1 | . | -8 |
| C[C@H]1CN([C@@H](C)CO)C(=O)Cc2cc(NC(=O)CCN3CCOCC3)ccc2O[C@H]1CN(C)Cc1ccc(-c2ccccc2)cc1 | 0.4 | . |
| C[C@H]1CN([C@@H](C)CO)C(=O)c2cccc(NS(C)(=O)=O)c2O[C@@H]1CN(C)C | 1.8 | 8 |
| COc1ccc(S(=O)(=O)Nc2ccc3c(c2)[C@H]2C[C@H](CC(=O)N(C)C)O[C@@H](CO)[C@H]2O3)cc1 | -0.2 | 0 |
| COc1ccc(C(=O)NCCCN2CCCC2=O)cc1[N+](=O)[O-] | -0.3 | -22 |
| CO[C@H]1CN(C)C(=O)c2ccc(NS(C)(=O)=O)cc2OC[C@@H](C)N(C(=O)C2CCCC2)C[C@H]1C | 0.1 | -15 |
| Cc1noc(C)c1NC(=O)Nc1ccc2c(c1)CC(=O)N([C@@H](C)CO)C[C@H](C)[C@@H](CN(C)Cc1ccc(C(F)(F)F)cc1)O2 | 0.8 | -18 |
| C[C@H](CO)N1C[C@H](C)[C@H](CN(C)C(=O)Nc2ccc(F)cc2)Oc2ccc(NC(=O)C3CC3)cc2CC1=O | 2.2 | -3 |
| COc1ccc(CN(C)C[C@@H]2Oc3c(NC(=O)CCCCCC(=O)Nc4ccccc4N)cccc3C(=O)N([C@@H](C)CO)C[C@H]2C)cc1 | . | -61 |
| COc1cccc(C(=O)Nc2ccc3c(c2)OC[C@@H](C)N(CC2CC2)C[C@@H](C)[C@@H](OC)CN(C)C3=O)c1 | -0.4 | 0 |

Other structures follow.
| canonical_smiles | IDH1 R132H inh | PRC2 inh |
| --- | --- | --- |
| COC(=O)C[C@H]1C=C[C@H](NC(=O)c2ccccc2)[C@@H](CO)O1 | -0.2 | -1 |
| C[C@@H]1CN([C@@H](C)CO)S(=O)(=O)c2ccc(C3=CCCCC3)cc2O[C@H]1CN(C)C(=O)CC1CC1 | 1.1 | -1 |
| Cc1ncc([N+](=O)[O-])n1CC(=O)Nc1ccc(F)c(Cl)c1 | 0.0 | -14 |
| COc1ccc(OC)c(NC(=O)COc2ccc3c(=O)c(Oc4ccccc4Br)coc3c2)c1 | -0.3 | -17 |
| C[C@@H]1CN([C@@H](C)CO)C(=O)c2cc(C3=CCCC3)cnc2O[C@H]1CN(C)C(=O)c1cccnc1 | -1.7 | 6 |
| CC(C)OC(=O)CSc1nnc(-c2cnccn2)n1-c1ccccc1 | 0.4 | -11 |
| C[C@H]1CN([C@@H](C)CO)C(=O)c2ccccc2-c2ccccc2CO[C@@H]1CN(C)Cc1cccc(C(=O)O)c1 | 1.0 | 16 |
| O=C(Nc1ccc2c(c1)[C@H]1C[C@@H](CC(=O)N3CCOCC3)O[C@@H](CO)[C@H]1O2)C1CCC1 | 0.2 | 6 |
| CCCN(C)C[C@@H]1Oc2cc(C#Cc3ccccc3)ccc2S(=O)(=O)N([C@H](C)CO)C[C@@H]1C | 0.7 | -17 |
| C[C@@H]1CN([C@@H](C)CO)C(=O)c2cc(NS(=O)(=O)c3ccccc3)ccc2O[C@H]1CN(C)Cc1ccc(-c2ccccc2)cc1 | 1.6 | . |
| C[C@@H]1CN([C@@H](C)CO)S(=O)(=O)c2ccc(C3=CCCC3)cc2O[C@H]1CN(C)CC1CCOCC1 | -0.7 | 15 |
| CC(C)NC(=O)Nc1ccc2c(c1)C(=O)N([C@@H](C)CO)C[C@@H](C)[C@@H](CN(C)Cc1ccncc1)OCCCC[C@H](C)O2 | . | 1 |

7 entries from above, arranged by formula weight, smallest number first.
| canonical_smiles | IDH1 R132H inh | PRC2 inh |
| --- | --- | --- |
| Cc1ncc([N+](=O)[O-])n1CC(=O)Nc1ccc(F)c(Cl)c1 | 0.0 | -14 |
| O=C(Nc1ccc2c(c1)[C@H]1C[C@@H](CC(=O)N3CCOCC3)O[C@@H](CO)[C@H]1O2)C1CCC1 | 0.2 | 6 |
| C[C@@H]1CN([C@@H](C)CO)S(=O)(=O)c2ccc(C3=CCCCC3)cc2O[C@H]1CN(C)C(=O)CC1CC1 | 1.1 | -1 |
| C[C@@H]1CN([C@@H](C)CO)S(=O)(=O)c2ccc(C3=CCCC3)cc2O[C@H]1CN(C)CC1CCOCC1 | -0.7 | 15 |
| C[C@H]1CN([C@@H](C)CO)C(=O)c2ccccc2-c2ccccc2CO[C@@H]1CN(C)Cc1cccc(C(=O)O)c1 | 1.0 | 16 |
| COc1ccc(OC)c(NC(=O)COc2ccc3c(=O)c(Oc4ccccc4Br)coc3c2)c1 | -0.3 | -17 |
| C[C@@H]1CN([C@@H](C)CO)C(=O)c2cc(NS(=O)(=O)c3ccccc3)ccc2O[C@H]1CN(C)Cc1ccc(-c2ccccc2)cc1 | 1.6 | . |

The listing continues:
| canonical_smiles | IDH1 R132H inh | PRC2 inh |
| --- | --- | --- |
| O=C(C[C@@H]1C[C@H]2c3cc(NC(=O)NC4CCCC4)ccc3O[C@H]2[C@H](CO)O1)NCc1ccc(Cl)cc1 | 1.8 | -1 |
| Cc1noc(C)c1NC(=O)N(C)C[C@@H]1Oc2ncc(Br)cc2C(=O)N([C@@H](C)CO)C[C@H]1C | . | 7 |
| O=C(N[C@@H]1CC[C@@H](CCNS(=O)(=O)Cc2ccccc2)O[C@H]1CO)c1ccccc1F | 0.1 | 19 |
| C[C@@H]1CN([C@H](C)CO)C(=O)c2cc(NC(=O)Cc3cn(C)c4ccccc34)ccc2O[C@@H]1CN(C)CC1CCCCC1 | -39 | . |
| CCc1nnc(SCC(=O)Nc2cccc([N+](=O)[O-])c2)o1 | 1.6 | 10 |
| CC(C)NC(=O)Nc1ccc2c(c1)C(=O)N([C@@H](C)CO)C[C@H](C)[C@@H](CN(C)C(=O)NC(C)C)OCCCC[C@H](C)O2 | 0.8 | -5 |
| O=C(CSc1n[nH]c(-c2ccccc2Cl)n1)NC1CCCCC1 | 0.1 | 0 |
| CO[C@H]1CN(C)C(=O)c2cc(NS(=O)(=O)c3ccccc3)ccc2OC[C@@H](C)NC[C@H]1C | 0.2 | -5 |
| COc1ccccc1C#Cc1ccc2c(c1)O[C@H](CN(C)Cc1cccnc1)[C@@H](C)CN([C@@H](C)CO)S2(=O)=O | -2.5 | 32 |
| C[C@]12CCC(=O)C=C1CCC1C2C(=O)C[C@@]2(C)C1CC[C@]2(O)C(=O)CO (stereo not given in full) | 0.7 | . |
| C[C@H](CO)N1C[C@H](C)[C@H](CN(C)C(=O)Nc2cccc3ccccc23)Oc2ncc(Br)cc2C1=O | 20 | -15 |
| Cc1ccc(S(=O)(=O)N(C)C[C@H]2Oc3ccc(NC(=O)Nc4ccccc4)cc3CC(=O)N([C@H](C)CO)C[C@@H]2C)cc1 | -5.5 | -40 |

(continued)
| canonical_smiles | IDH1 R132H inh | PRC2 inh |
| --- | --- | --- |
| COc1cccc(CNC(=O)C[C@H]2C=C[C@H](NC(=O)C3CCC3)[C@H](CO)O2)c1 | 0.1 | -1 |
| C[C@@H]1CCCCO[C@@H](CN(C)C(=O)Nc2ccccc2)[C@@H](C)CN([C@@H](C)CO)C(=O)c2cc(NC(=O)C3CCCCC3)ccc2O1 | -2.0 | . |
| C/C=C/c1ccc2c(c1)O[C@H](CN(C)C(=O)COC)[C@@H](C)CN([C@H](C)CO)S2(=O)=O | 2.7 | -4 |
| C[C@@H]1CN([C@@H](C)CO)S(=O)(=O)c2ccc(C#Cc3ccc(F)cc3)cc2O[C@@H]1CN(C)CC1CC1 | -2.9 | -15 |
| COC(=O)N(C)C[C@@H]1OCc2cn(nn2)CCCC(=O)N([C@H](C)CO)C[C@@H]1C | 0.1 | 10 |
| COc1ccccc1N1C(=O)CC(SCC(=O)Nc2ccc(F)cc2)C1=O (stereo not given) | 0.4 | -15 |
| O=C(NCC[C@H]1CC[C@H](NS(=O)(=O)c2cccc(F)c2)[C@@H](CO)O1)C1CC1 | 0.0 | 2 |
| C[C@H](CO)N1C[C@H](C)[C@H](CN(C)CC2CCOCC2)Oc2ncc(-c3ccc(F)cc3)cc2C1=O | 0.2 | 20 |
| CC(C)NC(=O)Nc1ccc2c(c1)C(=O)N([C@@H](C)CO)C[C@@H](C)[C@H](CN(C)C(=O)Cc1ccccc1)OCCCC[C@@H](C)O2 | 0.9 | -24 |
| C[C@@H]1CN([C@H](C)CO)S(=O)(=O)c2ccc(C#CCN(C)C)cc2O[C@@H]1CN(C)C | 3.3 | 14 |
| CC(C)CC#Cc1cnc2c(c1)C(=O)N([C@@H](C)CO)C[C@@H](C)[C@H](CN(C)C(=O)CCN1CCCCC1)O2 | -6.3 | -18 |
| COc1cccc(-c2cn(CC[C@H]3CC[C@H](NC(=O)CN(C)C)[C@@H](CO)O3)nn2)c1 | -0.2 | 1 |

(more compounds)
| canonical_smiles | IDH1 R132H inh | PRC2 inh |
| --- | --- | --- |
| C[C@H](CO)N1C[C@H](C)[C@H](CN(C)S(=O)(=O)c2ccc(F)cc2)Oc2c(NC(=O)Nc3ccc(C(F)(F)F)cc3)cccc2C1=O | 0.1 | . |
| CN1CCN(C(=O)C[C@@H]2C[C@@H]3c4cc(NS(C)(=O)=O)ccc4O[C@@H]3[C@H](CO)O2)CC1 | -0.2 | 6 |
| Cc1ccc(-c2ccc3c(c2)O[C@@H](CN(C)C(=O)CC2CC2)[C@H](C)CN([C@H](C)CO)S3(=O)=O)cc1 | -0.2 | -5 |
| N#Cc1cc2c(nc1SCC(=O)Nc1cccc(F)c1)CCCCC2 | 0.0 | 12 |
| O=C(C[C@@H]1C[C@@H]2c3cc(NC(=O)Nc4ccccc4F)ccc3O[C@@H]2[C@H](CO)O1)NCCc1ccccc1 | 0.4 | -7 |
| CO[C@@H]1CN(C)C(=O)c2ccc(NS(=O)(=O)c3cccc(Cl)c3)cc2OC[C@@H](C)NC[C@@H]1C | 0.2 | -7 |
| CN1C(=O)[C@@H]2[C@@H](CC(COc3ccccc3)=C3[C@@H](CCc4ccccc4)OB(O)C[C@@H]32)C1=O | . | 6 |
| CCC(=O)N1C[C@H](C)[C@H](OC)CN(C)C(=O)c2cc(NC(=O)C3CC3)ccc2OC[C@@H]1C | 0.1 | 1 |
| COc1ccc(NC(=O)N(C)C[C@H]2Oc3c(NC(=O)CCCCCC(=O)Nc4ccccc4N)cccc3C(=O)N([C@H](C)CO)C[C@@H]2C)cc1 | . | -38 |
| CO[C@H]1CN(C)C(=O)c2ccc(NC(C)=O)cc2OC[C@@H](C)N(C(=O)c2cccnc2)C[C@@H]1C | -0.5 | -8 |
| CO[C@@H]1CN(C)C(=O)c2cc(NC(=O)Nc3ccccc3)ccc2OC[C@H](C)N(CC2CC2)C[C@@H]1C | -0.1 | 12 |
| CC(C)(C)n1nc(-c2ccc(Cl)cc2)c2c(N)ncnc21 | 1.2&1.4 | 5 |

Next entries:
| canonical_smiles | IDH1 R132H inh | PRC2 inh |
| --- | --- | --- |
| COc1ccc([Si](C)(C)[C@H]2[C@H](CCO)O[C@@]3(C(=O)N(Cc4cccc(NC(=O)[C@H](C)O)c4)c4ccccc43)[C@@H]2C)cc1 | 0.0 | 22 |
| Nc1nnc(SCC(=O)Nc2ccc(Oc3ccccc3)cc2)s1 | 0.4 | -1 |
| O=C(C[C@@H]1C[C@H]2c3cc(NC(=O)NC4CCCC4)ccc3O[C@H]2[C@@H](CO)O1)NCc1ccccc1 | 0.1 | 26 |
| COc1ccc(S(=O)(=O)N(C)C[C@H]2Oc3ccc(N(C)C)cc3CC(=O)N([C@H](C)CO)C[C@H]2C)cc1 | -6.3 | -21 |
| C[C@@H]1CCCCO[C@@H](CN(C)S(=O)(=O)c2ccc(Cl)cc2)[C@H](C)CN([C@@H](C)CO)C(=O)c2cc(NS(C)(=O)=O)ccc2O1 | -2.5 | . |
